EPAC1 antagonist = blocks human EPAC1 exchange factor. O95398. EPAC1 GEF assay, Rap1b-BODIPY-GDP exchange fluorescence. Potency, µM (highest dose often 115 µM), for the others: at the top dose activity change, negative = inhibition, hits mostly inhibitors. actives 0.14% (n = 360,000);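 also: potency is read from the fitted curve at half-maximal effect; plate controls were vehicle for no effect and positive control for full effect; nearly all actives have a fitted effect of over 50% in size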
Target sequence (O95398 whole entry, looked up): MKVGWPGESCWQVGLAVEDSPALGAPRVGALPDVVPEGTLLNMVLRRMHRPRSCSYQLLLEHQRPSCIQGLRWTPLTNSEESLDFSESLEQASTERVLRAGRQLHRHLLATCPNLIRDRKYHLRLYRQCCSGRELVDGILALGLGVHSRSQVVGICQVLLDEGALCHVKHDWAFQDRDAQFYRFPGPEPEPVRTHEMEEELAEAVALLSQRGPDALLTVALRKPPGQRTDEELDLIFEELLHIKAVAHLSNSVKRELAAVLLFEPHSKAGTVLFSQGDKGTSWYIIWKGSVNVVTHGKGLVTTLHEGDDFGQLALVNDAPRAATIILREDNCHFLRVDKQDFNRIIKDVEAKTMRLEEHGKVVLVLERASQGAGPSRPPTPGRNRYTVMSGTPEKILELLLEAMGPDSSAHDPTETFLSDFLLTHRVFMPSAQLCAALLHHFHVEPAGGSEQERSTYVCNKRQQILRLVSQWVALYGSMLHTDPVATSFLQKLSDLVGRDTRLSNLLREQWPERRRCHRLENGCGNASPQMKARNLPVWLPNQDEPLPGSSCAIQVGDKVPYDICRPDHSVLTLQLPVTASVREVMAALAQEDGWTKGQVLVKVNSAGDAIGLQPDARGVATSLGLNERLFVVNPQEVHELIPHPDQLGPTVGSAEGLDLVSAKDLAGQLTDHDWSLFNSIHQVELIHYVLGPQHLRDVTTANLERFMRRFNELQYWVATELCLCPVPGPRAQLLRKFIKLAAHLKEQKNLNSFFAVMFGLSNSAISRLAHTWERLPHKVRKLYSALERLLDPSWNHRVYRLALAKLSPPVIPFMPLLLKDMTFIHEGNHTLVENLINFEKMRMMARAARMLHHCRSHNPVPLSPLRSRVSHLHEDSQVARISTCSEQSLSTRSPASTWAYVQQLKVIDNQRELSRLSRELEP
GLP1R cytotox = cytotoxicity counter-screen for GLP-1 receptor inverse agonists. HEK293 cAMP-luciferase reporter cells, luminescence, 24 h. Potency, µM (titrated, usually from 38.3 µM), for the others: at the top dose activity change, negative = inhibition, actives largely listed as inhibitors. actives 0.13% (n = 410,000);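 also: loss of luciferase light is scored as toxicity; potency is read from the fitted curve at half-maximal effect; % is scaled to controls: 0 for no effect and ±100 for the full control effect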
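Luminescence readout: signal drop marks cytotoxicity. Plated cells grew 12 h at 37 °C, 5% CO2, received 23 nL compound for 24 h, then got luciferase reagent, read after 12 min at RT.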
GLP1R ag = activates the human GLP-1 receptor; AID 624172; actives 0.007% (n = 380,000); Potency, µM (doses to about 45.6 µM), for the others: top-dose activation, actives largely listed as activators; HEK293 GLP-1R CRE-luciferase, luminescence, 4-6 h; cells express a hypersensitive GLP-1R form; also: potency is read from the fitted curve at half-maximal effect; % of control where 0% means no effect
PI5P4Ka inh = inhibitors of human PI5P4K alpha; PI5P4Kalpha enzyme, ADP-Glo luminescence, 60 min; hits give low values; P48426; AID 652105; actives 1.2% (n = 330,000); max response, %; active = max response of -50% or lower; inconclusive = between -30% and -50%; inactive = -30% or higher; also: value at the top dose of about 77 µM; % is scaled to controls: 0 for no effect and ±100 for the full control effect
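Quantitative HTS of the MLSMR library against PI5P4Kalpha with substrate. ATP added last at 5 microM final; room temperature, 60 minutes. Remaining ATP depleted, ADP converted and read as luminescence.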
GLP-1R inv ag = GLP-1 receptor (human) inverse agonism | Potency, µM (doses to about 38.3 µM), without a hit: at the highest dose activity change, negative = inhibition, hits mostly inhibitors | P43220 | actives 1.6% (n = 410,000) | HEK293 GLP-1R CRE-luciferase, luminescence, 24 h; GLP-1R form is constitutively active | AID 624417; also: potency is read from the fitted curve at half-maximal effect; % is scaled to controls: 0 for no effect and ±100 for the full control effect; nearly all actives have a fitted effect of over 55% in size
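HEK293 cells stably co-expressing constitutively active GLP-1R and a cAMP-responsive luciferase reporter were seeded in DMEM with 10% Nu serum, given compounds after 12 h, and incubated 24 h at 37 deg C. Luminescence was then read.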
IL2 activator = activates IL-2 in a cell-based reporter assay; AID 652025; actives 0.065% (n = 360,000); IL-2 activation reporter assay, cell-based qHTS; stimulated with anti-CD3/CD4/CD28 beads; in transgenic mouse T cells; activation, % (series mostly up to about 46 µM); in the data active = activation above about 50%; inconclusive = mostly about 30% to 49%; also: 0% is about no effect
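EGFP and DsRed fluorescence is measured by plate cytometry in unstimulated transgenic mouse T cells exposed to compound for 60 minutes, then stimulated 18 hours at 37 degrees C with anti-CD3/anti-CD4 beads plus anti-CD28.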
PTHR1 agonist = agonists of human PTHR1 parathyroid hormone receptor; HEK293 GP2 PTHR1 cells, GloSensor cAMP luminescence, 1 h; Potency, µM (titrated, usually from 115 µM), inactives show top-dose activation, actives largely listed as activators; actives 0.075% (n = 410,000); also: potency is read from the fitted curve at half-maximal effect; nearly all actives have a fitted effect of over 55% in size; some results filed as inactive show a strong effect at the top dose; inactives centre near -15; many of its hits are not listed in these tables
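HEK-293-derived GP2 cells expressing PTHR1 and a GloSensor cAMP reporter, 3,000/well, plated overnight, given luciferin plus IBMX (each 0.5 mM as added) for 1 h at 37 °C, then compound for 1 h at 37 °C. Luminescence was read after 15 min at room temperature.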
EPAC1 agonist = activates human EPAC1 exchange factor | actives 0.073% (n = 360,000) | AID 720707 | O95398 | Potency, µM (top dose mostly 154 µM), for inactives: at the top dose activation, usual class: activators | EPAC1 agonist qHTS, biochemical assay; response scale: 100% = response to 6.5 mM cAMP; also: potency is read from the fitted curve at half-maximal effect; nearly all actives have a fitted effect of over 60% in size
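Compounds were pinned as a concentration titration into mixtures of EPAC1 (100 nM), BODIPY-GDP-loaded Rap1B (250 nM) and GDP (50 uM). After 5 min at room temperature, fluorescence was followed for 30 min; activity was scaled to 6.5 mM cAMP.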
PLK1 PBD inh = blocks phosphopeptide binding to human PLK1 polo-box domain | P53350 | Plk1 PBD binding of FITC phosphopeptide, fluorescence polarization | Potency, µM, inactives show max response, negative = inhibition, usual class: inhibitors | actives 2.8% (n = 360,000) | AID 720504; also: potency is read from the fitted curve at half-maximal effect; series mostly up to about 57 µM; % is scaled to controls: 0 for no effect and ±100 for the full control effect; nearly all actives have a fitted effect of over 65% in size
* hit, by the source's call; i = inactive; ? = inconclusive; / = no result given; & = joins results of further samples; [ ] = dose if it differs, or a comment. Unless noted, calls follow the shape of the dose curve; as a rule, active = well fitted curve in the direction sought with a large enough effect; inconclusive = small, poorly fitted or top-dose-only effect, or another doubt; inactive = no such curve, though single readings can be large; an effect the other way counts as inactive or inconclusive. These rows are one share of the data, so the mix of outcomes need not match the whole.

Under each structure: GLP1R cytotox, EPAC1 antagonist, EPAC1 agonist, PLK1 PBD inh, IL2 activator, GLP1R ag, PTHR1 agonist, GLP-1R inv ag, PI5P4Ka inh
CCCOc1ccc(N2CC(C(=O)Nc3ccccc3F)CC2=O)cc1 (stereo not given)
  -26%, -7%, 0%, -6%, 1.4, -1%, -3%[57.5 µM], ?, 9
CCCN(CC#CCOc1ccc(OC)cc1)CCC
  -15%, 0%, 0%, -8%, 2.6, 1%, i, ?, 2
COC[C@]12CN(C)C3C4[C@H](OC)[C@H]1C3([C@@H](OC)C[C@H]2O)[C@@H]1C[C@@]2(O)[C@H](OC(=O)c3ccccc3)[C@@H]1[C@]4(OC(C)=O)[C@@H](O)[C@@H]2OC
  -2%, -5%, -13%, -7%, 0.4, -6%, -16%, 1%, 0
CN(Cc1ccccc1)C(=O)c1ccc(NC(=O)C2CCN(C(=O)OC(C)(C)C)CC2)cc1
  14%, -19%, -6%, 30µM*, -4.2, -1%, -14%, 5µM*, -1
Nn1c(COc2ccc(Cl)cc2)n[nH]c1=S
  6%, -2%, -2%, ?, 1.9, -4%, 8%, 15%, -7
O=C(Nc1c(Cl)cccc1Cl)Oc1cccc2cccnc12
  2%, -13%, -7%, -7%, -0.3, 0%, -2%, ?, 1
CCOC(=O)c1c(NC(=O)C(c2ccccc2)c2ccccc2)sc2c1C1CCN2CC1
  -21%, -14%, 8%, -1%, -4.3, 5%, -13%[57.5 µM], ?, 2
O=C(COc1ccc2ccccc2c1)N1CCN(Cc2c[nH]c3ccccc23)CC1
  -32%, 16%, 2%, -4%, -2.7, -2%, -86%[inhibitor], 11µM*, 11
O=C1NC(=O)C(C2CCCCCC2)C(=O)N1
  -10%, 10%, 16%, -3%, -0.3, 0%, -4%, 4%, -1
CN(CCOc1ccc(C=C2C(=O)NC(=O)NC2=O)cc1)c1ccccn1
  3%, -9%, 10%, 3µM*, -3.2, -1%, -4%, 1%, ?
COc1ccc(-n2c(O)c(C(C)=NC3CC3)c(=O)[nH]c2=O)cc1
  -7%, 5%, -1%, -1%, -0.1, -16%, 10%[57.5 µM], 3%, -8
COc1ccc(C2SCC(=O)Nc3c2c(C)nn3-c2ccccc2)cc1 (stereo not given)
  -5%, -8%, -5%, -14%, -2.5, -13%, -23%, -21%, 8
O=C(COc1nsnc1N1CCOCC1)N/N=C/c1ccccc1O
  ?, 12%, -2%, 5%, -0.8, 10%, -96%[inhibitor], -24%, 0
Cn1c(O)c(/C=C2/C=CC=N2)c(=O)[nH]c1=O
  ?, 9%, 6%, -15%, 0.3, 4%, -4%, 18%, -11
O=C(c1ccc(F)cc1Cl)N1CCC2(CC1)OCCO2
  18%, -4%, 3%, -12%, 3.3, -8%, -3%, 14%, -4
CC1CCC(C(C)C)C(OC(=O)Cn2c(-c3ccc(Br)cc3)[n+](C)c3ccccc32)C1 (stereo not given)
  ?, 0%&-14%, -5%&4%, -18%&5%, 2.2&-3.6, 7%&-6%, -53%&-96%[inhibitor], ?, 3&-8
COc1ccc(NC(=O)c2cn(CCC#N)nc2-c2cccc(Br)c2)cc1
  -10%, -10%, -10%, 0%, -2.9, 4%, i, -18%, 3
Cc1nn(CC(=O)N2CCC3(CC2)OCCO3)c(=O)c2cc3ccccc3n12
  3%, 8%, -4%, -1%, -1.5, 0%, -3%, -1%, -1
CN1CCN(c2cn[nH]c(=O)c2Cl)CC1
  -11%, 16%, 1%, -3%, -0.4, 2%, i, -12%, 0
O=c1c2ccccc2nc(-c2ccccc2)n1-c1ccccn1
  11%, 11%, 8%, -9%, -3.1, -2%, i, 3%, 2
COc1cc(/C=N/N=C(/N)c2nonc2N)cc(Br)c1OCc1cccc(C)c1
  ?, -2%, 12%, -13%, -1.2, -1%, -10%, ?, 1
COc1ccc2sc(-c3ccc(N(C)C)cc3)c(C#CCCO)c2c1
  48%[activator], -15%, 7%, -4%, -0.6, 24%, -13%, 7%, 76
Cc1cc(C)cc(-n2c(C)cc(/C=C3\C(=O)NC(=O)N(C)C3=O)c2C)c1
  -1%, 3%, 0%, ?, -0.2, -4%, -30%[inhibitor], 7%, -10
CCOc1ccc(-n2c(-c3cccs3)nc3ccccc3c2=O)cc1
  -13%, 17%, -7%, -4%, -4.1, 13%, -6%, -25%, 0
CCCCCCNC(=O)N[C@@H](Cc1ccc(O)cc1)C(=O)NCCC[C@H]1CN2C(=NC[C@H]2C)N1CC1CCC1
  1%, 6%, -11%, ?, 0.2, -4%, -6%, 6%, 5
On1ccccc1=S
  -4%, 2%, -13%, ?, -0.6, -6%, -84%[inhibitor], 7.9µM*, -100*
C=CCC1([C@@H](C)CCC)C(=O)NC(=O)NC1=O
  6%, 3%, -18%, -23%, 0.4, 16%, -3%, 2%, -1
Cc1ccc([C@H]2C[C@@H](n3cc(C4CC4)nn3)[C@H](O)CN2Cc2cccs2)cc1
  -2%, -28%, -12%, -12%, -0.2, 12%, -54%[inhibitor], ?, -3
CC1CCCN(c2ccc(C(=O)N3CCC4(CC3)OCCO4)cc2[N+](=O)[O-])C1 (stereo not given)
  8%[7.66 µM], 10%, -7%, 7%, -0.5, 0%, -33%, 0%[7.66 µM], 18
C[C@@H]1CN([C@@H](C)CO)C(=O)c2c(c3ccccc3n2C)-c2ccccc2CO[C@H]1CN(C)C(=O)[C@H](C)c1ccccc1
  -11%, -3%, -11%, 1%, -4.1, 0%, -42%[inhibitor], ?, -5
Cc1ccc2c(c1)CC1(CN2C)C(=O)NC(=O)N(c2ccccc2C)C1=O (stereo not given)
  17%, -8%, 6%, -19%, -1.0, -10%, i, -13%, -3
Cc1ccsc1C(=O)C1CCCN(Cc2cc3ccccc3o2)C1 (stereo not given)
  18%, -13%, 13%, -15%, 0.2, 1%, -1%, ?, 4
CC(O)(CS(=O)(=O)c1cccc(C(F)(F)F)c1)C(=O)Nc1ccc(C(F)(F)F)cc1 (stereo not given)
  3%, -15%, -8%, -8%, -5.4, 7%, 1%, 0%, /
O=C1COc2ccc(C(=O)COC(=O)Cc3ccccc3)cc2N1
  -5%, -5%, -3%, 2%, 0.4, 6%, i, 8%, -8
CCC[N+]12CCC(CC1)C(C(O)(c1ccccc1)c1ccccc1)C2 (stereo not given)
  6%, 5%, -3%, 4%, 0.1, 4%, i, -15%, 2
COC(=O)C1=C(c2cccc(OC)c2OC)C[C@@H]2CC[C@H]1N2C(=O)N1CCCC1
  1%, 7%, -13%, -2%, -1.1, 3%, -17%, -9%, 6
O=S(=O)(Nc1ccc(N=Nc2ccc(O)c3ccccc23)cc1)c1ccccc1
  ?, -10%, 0%, 8%, -1.0, -8%, -33%[inhibitor], ?, -20
COc1ccc(Nc2ncc(C(=O)N3CCC4(CC3)OCCO4)c3ccccc23)cc1
  -9%, 6%, -5%, -2%, -0.3, 0%, i, 4%, 4
CCCC(=O)NC1=C(N2CC2)C(=O)C(NC(=O)CCC)=C(N2CC2)C1=O
  -17%, -28%, -11%, -21%, 1.2, 5%, i, -26%, 0
Cc1ccc(-n2c(O)c(/C=N/N3CCCCC3c3cccnc3)c(=O)[nH]c2=S)cc1 (stereo not given)
  -17%, -1%, 8%, -16%, 2.4, 4%, -34%[inhibitor], 9%, -2
Clc1ccccc1Nc1ncnc(-n2cccc2)n1
  -12%, -10%, 5%, 0%, -1.0, 12%, -27%, 0%, /
CCCCCCOc1ccc(CN2CCN(C)CC2)cc1
  4%, 16%, 6%, -2%, -1.7, -10%, i, 3.2µM*, /
CC(C)(C)NCc1cccn1-c1sc2c(c1C#N)CCCC2
  -20%, -2%, -7%, 4%, 0.0, -1%, i, ?, -2
N#C/C(C(=O)Oc1ccccc1)=C1\C=Cc2ccccc2N1
  151%[activator], 12%, 3%, -3%, -1.6, 1%, -6%[57.5 µM], 24%, -1
CCCCCn1c(=O)c(C(=O)Nc2cc(C)ccn2)c(O)c2ccccc21
  13%, -4%, 3%, -8%, 0.6, -1%, i, 5%, 1
N=c1sccn1Cc1ccccc1F
  -2%, 12%, -2%, -3%, 0.1, 4%, i, 17%, -1
O=c1[nH]c(=S)n(-c2ccccc2)c(O)c1/C=N/N1CCOCC1
  -4%, -21%, 2%, ?, -0.3, -5%, -7%, 0%, -13
COc1ccc2c3c1OC1C(=O)CC[C@@]4(O)[C@@H](C2)N(C)CC[C@]314 (stereo not given in full)
  ?, 2%, -13%, -10%, -0.6, -6%, -11%, ?, 4
CCCCCCn1c(O)c(C=Nc2ccccc2N2CCOCC2)c(=O)[nH]c1=S
  -6%, -9%, 8%, 13%, 59*, -2%, -5%, -3%, 0
COCCCn1c(N)c(C(=O)NCCC(C)C)c2nc3ccccc3nc21
  /, 50µM*, 23%, -3%, -1.6, 3%, -7%[57.5 µM], -5%, /
CCC(C)/C=C(C)/C=C/C1=CC2=C(Cl)C(=O)C(C)(OC(C)=O)C(=O)C2=CO1 (stereo not given)
  -13%, ?, -24%, -30%, 0.1, -4%, -48%[inhibitor], ?, 5
CCC(=Nc1ccc(OC)cc1OC)c1c(O)n(C)c(=O)n(C)c1=O
  -16%, -1%, 5%, -6%, -2.8, -6%, -27%, 14%, 1
CC1(C)C2([N+](=O)[O-])CN3CC1([N+](=O)[O-])CN(C2)C3c1cccnc1 (stereo not given)
  -6%, 5%, -2%, 7%, -2.4, 0%, i, 8%, 2
COC(=O)C1=C(c2ccc(OC)c(OC)c2)C[C@@H]2CC[C@H]1N2C(=O)N1CCc2cc(OC)c(OC)cc2C1
  -16%, 15%, -9%, -2%, -0.7, 0%, -35%[inhibitor], -1%, -4
NC(=O)Nc1cccc(C(F)(F)F)c1
  4%, 4%, -3%, 3%, -1.4, 0%, i, 18%, /
C[C@]12C=CC(=O)C=C1CC[C@@H]1C2CC[C@]2(C)OC(=O)CCC12 (stereo not given in full)
  -7%, -1%, 0%, 2%, 0.3, 19%&-5%, -7%, 14%, 1

Screening results: PubChem BioAssay, National Center for Advancing Translational Sciences (NCATS)
